# Screening data deposited in PubChem BioAssay by several laboratories.
# Cl transport mod: modulates chloride dependent transport by human KCC2 | B-score of Tl+ flux slope (higher = more flux/activation; lower = inhibition) at 10 µM | 190,000 compounds, 2.2% hits | KCC2 cells, thallium flux FluoZin-2 fluorescence | Q9H2X9 | AID 1456;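 active = thallium flux slope and its plate-corrected score both differing from the plate sample mean at a set confidence after two filtering rounds, in either direction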;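 also: slope of fluorescence scaled to starting intensity during 10 to 20 s after thallium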
# Hck Nef HTS: human Hck-Nef kinase inhibition. Recombinant Hck-YEEI plus Nef, Z-Lyte FRET kinase assay. inhibition, % at 20 µM. 220,000 compounds, 0.68% hits. AID 463187;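 active = Hck-Nef kinase inhibition above about 50%, limit read from the data; inactive = inhibition below that limit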;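 also: 0% = DMSO with Hck plus Nef and 100% = Hck alone without Nef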
# TNF necrop inh: inhibitors of TNF-alpha induced necroptosis in Jurkat FADD-/- cells; Jurkat FADD-/- TNF necroptosis rescue, ATP luminescence, 24 h; 0 = TNF only, 100 = no-TNF cells; activation (protection from cell death), % at 10 µM; 220,000 compounds, 0.068% hits; AID 463075;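 active = activation, meaning protection from cell death, of at least 50% relative to plate controls; inactive = activation below 50%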;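 also: necroptosis triggered by 40 ng/mL TNF-alpha added together with compound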
# Rad51 HR inh: Rad51 (human) homologous recombination inhibition; hRad51 DNA strand exchange, fluorescence dequenching; Q06609; AID 1385; 200,000 compounds, 0.085% hits; inhibition, % at 10 µM;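 active = inhibition above 40% at the single screening dose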;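 also: 0% = DMSO control wells and 100% = blanks with heterologous ssDNA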
#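 Test system: preformed human Rad51 ssDNA filaments. Compound dosing: single dose, 10 µM final compound. Incubation: filaments 15 min 37 °C, then compound 30 min. Technique: FRET fluorescence dequenching, excitation 485 nm, emission 520 nm. Read-out basis: percent inhibition from fluorescence, normalised to plate control and blank means. Benchmarks: plate controls and plate blanks.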
# FXIa inh 1536: factor XIa (human) inhibition; inhibition, % at 5 µM; 220,000 compounds, 0.14% hits; purified FXIa, Boc-Glu-Ala-Arg-AMC fluorogenic substrate;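 active = inhibition of at least 40%; inactive = inhibition below 40%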;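 also: fluorescence of freed AMC excited at 355 nm; 0% = enzyme without compound and 100% = no enzyme blank; many of its hits are not listed in these tables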
# thrombin 1536: thrombin (human) inhibition | P00734 | alpha-thrombin, Boc-VPR-AMC fluorogenic substrate cleavage | inhibition, % at 5 µM | 220,000 compounds, 0.26% hits | AID 1046;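 active = inhibition at or above 40%; inactive = inhibition below 40%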;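 also: 0% = enzyme with no compound and 100% = wells without enzyme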
#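 Material: human alpha-thrombin protein. Incubation: reaction at ambient temperature. Technique: fluorescence of released AMC, ex 355 nm, em 460 nm. Control set: no-compound enzyme wells and no-enzyme blanks. Also added: Boc-VPR-AMC substrate, 15 µM final. Buffer or medium: pH 7.5 Tris (50 mM) with NaCl 150 mM, Tween 20 0.05%.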
# FXIIa inh: blocks human coagulation factor XIIa protease activity; inhibition, % at 5 µM; 220,000 compounds, 0.3% hits; purified FXIIa, Boc-QGR-AMC fluorogenic substrate, 2 h; P00748; in the data active = inhibition above about 40%;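 also: 0% = enzyme with no compound and 100% = blank without enzyme; many of its hits are not listed in these tables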
# Target sequence (P00748 20-372 limits assumed): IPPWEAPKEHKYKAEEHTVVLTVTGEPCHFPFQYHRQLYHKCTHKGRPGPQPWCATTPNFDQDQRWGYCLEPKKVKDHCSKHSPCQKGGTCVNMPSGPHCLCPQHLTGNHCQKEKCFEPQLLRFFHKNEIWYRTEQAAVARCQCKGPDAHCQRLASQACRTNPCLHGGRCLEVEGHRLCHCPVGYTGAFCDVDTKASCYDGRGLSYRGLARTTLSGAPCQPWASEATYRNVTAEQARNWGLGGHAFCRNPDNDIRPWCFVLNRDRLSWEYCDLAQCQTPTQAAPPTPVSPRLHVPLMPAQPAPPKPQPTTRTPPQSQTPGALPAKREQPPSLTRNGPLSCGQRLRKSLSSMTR
# Target sequence (P00748 373-615 limits assumed): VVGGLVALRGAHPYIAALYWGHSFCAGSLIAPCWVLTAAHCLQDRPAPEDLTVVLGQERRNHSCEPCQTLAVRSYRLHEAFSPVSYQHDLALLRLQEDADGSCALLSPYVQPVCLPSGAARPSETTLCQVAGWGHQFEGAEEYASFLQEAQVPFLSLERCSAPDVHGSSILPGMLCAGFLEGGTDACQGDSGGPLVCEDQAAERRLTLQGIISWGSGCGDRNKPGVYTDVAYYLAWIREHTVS
# hK5 inh: kallikrein 5 (human) inhibition; Q9Y337; recombinant hK5, fluorogenic AMC substrate cleavage; inhibition, % at 5 µM; 210,000 compounds, 0.59% hits; AID 873;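 active = inhibition of 40% or more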;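 also: 0% = enzyme controls without compound and 100% = no-enzyme blanks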
# Target sequence (Q9Y337 67-293 limits assumed): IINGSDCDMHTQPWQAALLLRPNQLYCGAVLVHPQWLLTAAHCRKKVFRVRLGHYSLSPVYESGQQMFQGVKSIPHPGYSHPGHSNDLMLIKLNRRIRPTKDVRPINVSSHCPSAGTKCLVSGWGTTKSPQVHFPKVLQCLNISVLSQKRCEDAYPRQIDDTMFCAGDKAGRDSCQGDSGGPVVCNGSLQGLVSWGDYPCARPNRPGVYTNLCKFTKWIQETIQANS
# zVAD death inh: L929 zVAD cell death inhibition | L929 zVAD necroptosis rescue, ATP luminescence, 24 h; with zVAD 60 µM | viability rescue, % at 10 µM | 220,000 compounds, 0.38% hits;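 active = activation, scaled between plate controls, above about 75%, limit read from the data; inactive = activation under that limit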;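 also: 0% = zVAD with DMSO and 100% = DMSO alone without zVAD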
# The depositor's hits bear a star; / = no result given. Some of the compounds tested. The share of hits here may be higher or lower than overall.
No.	Compound	Cl transport mod	Hck Nef HTS	TNF necrop inh	Rad51 HR inh	FXIa inh 1536	thrombin 1536	FXIIa inh	hK5 inh	zVAD death inh
1	O=C(CSc1nc(-c2ccc(Cl)cc2)[nH]c(=O)n1)Nc1cccc(Cl)c1	-3.5	31	1.0	0	1	-3	9	3	0.9
2	O=C1CC(N(O)c2ccccc2)C(=O)N1c1ccc(Cl)c(Cl)c1 (stereo unspecified)	-0.37	25	1.2	15	1	-2	9	2	1.0
3	O=C(O)/C=C/C(=O)Nc1ccc(N2CCOCC2)nc1N1CCOCC1	-0.14	-1	-9.0	16	6	-1	10	11	1.2
4	O=C(NC12CC3CC(CC(C3)C1)C2)N1CCN(c2nc(-c3ccccc3)cs2)CC1	-1	1	-0.1	/	2	-4	14	3	0.8
5	O=S1(=O)Cc2cc3ccccc3cc2C1	/	19	1.0	33	-2	-5	6	1	20
6	Cc1cc(C)cc(NC(=S)NCCN(C2CCCCC2)C2CCCC2)c1	0.27	-7	-2.8	-5	-1	0	3	-11	-1.6
7	O=C(Nc1ncc(Cc2cccc(Cl)c2)s1)c1ccc([N+](=O)[O-])cc1	1	2	0.1	/	7	0	13	-15	0.2
8	NC(=O)CSc1oc(-c2cccs2)nc1S(=O)(=O)c1ccccc1	0.033	8	-0.2	/	-9	-10	-14	-20	0.3
9	COc1ccc(N2CCN(C(c3cc4ccc(C)cc4[nH]c3=O)c3nnnn3C3CCCC3)CC2)cc1 (stereo unspecified)	/	1	-11	-1	-2	0	2	-3	0.5
10	O=[N+]([O-])c1cc(Cl)cc(/C=N/n2cnnc2)c1O	-0.35	-23	0.1	-3	-7	-12	4	-4	-0.4
11	CCOc1c(Br)cc(CNc2ccc(N3CCN(C(C)=O)CC3)cc2)cc1OC	0.21	30	-1.1	/	-2	-4	6	-3	-0.2
12	CCCc1cc(=O)[nH]c(SCC(=O)N(CC)Cc2ccccc2)n1	/	0	-0.4	-7	7	-5	0	-11	1.1
13	Cc1cccc2c1N(C(=O)CN1C(=O)c3ccccc3C1=O)C(C)(C)c1ssc(=S)c1-2	-0.28	-16	1.6	/	4	-3	9	-9	/
14	CN1CCc2c(sc(/N=C/c3c[nH]c4ccccc34)c2C(N)=O)C1	-1.5	15	-11	-72	8	3	10	5	39
15	COC(=O)c1n[nH]c2ccccc12	/	0	-1.9	2	1	-6	13	16	0.7
16	CCCn1c(CN2CCCCC2C)nc2c1c(=O)n(C)c(=O)n2C (stereo unspecified)	1.5	-2	2.2	1	2	-1	12	-4	1.8
17	Cc1ccccc1C1CC(c2ccc(Br)cc2)Nc2nc(N)nn21 (stereo unspecified)	0.25	28	0.3	-1	6	-3	17	-4	-0.2
18	COc1ccc(N2CCN(C(CNC(=O)C(=O)NCc3cccnc3)c3ccco3)CC2)cc1 (stereo unspecified)	-0.32	-3	0.8	6	-5	1	-6	-22	1.1
19	O=C(CSc1nc2ccccc2[nH]1)Nc1ccc2c(c1)CCC2	0.5	2	1.5	1	5	-4	9	-13	0.8
20	O=C(O)[C@H]1CCCC[C@H]1C(=O)Nc1ccc(Nc2ccccc2)cc1	0.88	-1	-0.7	3	-2	-3	4	-9	0.1
21	COc1ccc(NC(=O)CSc2ccccn2)c([N+](=O)[O-])c1	0.28	19	1.0	/	-3	-5	5	-2	-0.9
22	Nc1ccc(Cc2ccc(N)c(C(=O)O)c2)cc1C(=O)O	-0.89	6	0.2	0	-15	-7	-3	8	0.4
23	O=c1cc(NS(=O)(=O)c2ccccc2)nc(SCc2c(Cl)cccc2Cl)[nH]1	-0.11	-2	1.3	9	12	3	16	-23	0.2
24	O=C(NCc1cccnc1)c1cccc(C(F)(F)F)c1	-0.46	13	-0.3	12	-2	-6	-7	-22	-0.2
25	Cc1ccc(C(=O)Nc2ccon2)cc1S(=O)(=O)N1CCCC1	/	0	0.6	-11	-20	-1	11	8	-0.8
26	COc1ccc([N+](=O)[O-])cc1Nc1ncnc2ccccc12	-0.63	20	0.7	6	11	-5	8	-3	1.3
27	N#Cc1ccc(C23CC4(C2)[C@H](CN(Cc2ccc(-c5ccccc5)cc2)[C@@H]4c2ccccc2)C3c2ccc(C(F)(F)F)cc2)cc1 (stereo partly specified)	0.07	25	-0.2	-4	-4	-8	3	-1	-0.2
28	O=C1N=C(N2CCN(c3ccccc3)CC2)S/C1=C/c1ccco1	0.033	52*	-1.6	6	0	3	6	-1	0.2
29	Cc1cccc(NC(=S)NC23CN4CN(CN(C4)C2)C3)c1C	0.06	15	0.3	-1	4	39	21	6	-0.4
30	CCOc1ccc(NC(=O)c2nn(-c3ccc(OC)cc3OC)c(=O)c3ccccc23)cc1	-0.57	24	0.8	4	-1	37	8	2	1.1

# 3 compounds out of the list, arranged by formula weight, high to low.
No.	Compound	Cl transport mod	Hck Nef HTS	TNF necrop inh	Rad51 HR inh	FXIa inh 1536	thrombin 1536	FXIIa inh	hK5 inh	zVAD death inh
17	Cc1ccccc1C1CC(c2ccc(Br)cc2)Nc2nc(N)nn21 (stereo unspecified)	0.25	28	0.3	-1	6	-3	17	-4	-0.2
29	Cc1cccc(NC(=S)NC23CN4CN(CN(C4)C2)C3)c1C	0.06	15	0.3	-1	4	39	21	6	-0.4
26	COc1ccc([N+](=O)[O-])cc1Nc1ncnc2ccccc12	-0.63	20	0.7	6	11	-5	8	-3	1.3

# The list goes on:
No.	Compound	Cl transport mod	Hck Nef HTS	TNF necrop inh	Rad51 HR inh	FXIa inh 1536	thrombin 1536	FXIIa inh	hK5 inh	zVAD death inh
31	Cc1cc(NC(=O)CCCC(=O)Nc2ccc(F)cc2)no1	-0.13	1	-0.1	2	4	2	12	-15	0.2
32	O=C(NCc1ccccc1)C1=C[C@H](c2csc3ccccc23)C[C@H](OCc2ccc(CO)cc2)O1	-0.37	18	0.0	-4	2	0	6	2	0.2
33	CC12CN3CC(C)(CN(C1)C3c1ccc3ccccc3c1O)C2=O (stereo unspecified)	/	2	-2.9	5	13	20	31	35	0.4
34	O=C(O)CNC(=O)c1ccc(Sc2ccccc2)c([N+](=O)[O-])c1	-0.28	30	-0.1	-32	3	-6	9	1	4.8
35	COc1ccc2[nH]c(C(=O)NCCN3CCOCC3)cc2c1	0.054	11	1.3	-3	-3	-1	3	4	-0.2
36	COc1ccc(/C=C(/C(=O)c2cccs2)N2C=CC=CC2=C(C#N)C#N)cc1	-0.064	-1	-11	-8	-4	-9	1	-6	57
37	CCOc1ccc(Cn2nnc(C(=O)Nc3ccc(OC)cc3OC)c2N)cc1	0.57	0	1.1	-7	-8	-1	-3	2	3.6
38	CN(C)c1cccc(C(=O)OCCNC(=O)c2cccc(S(=O)(=O)N3CCOCC3)c2)c1	-0.9	25	-0.9	3	-1	-1	5	0	-0.7
39	CC1CCCC(NC(=O)COC(=O)/C=C/c2ccc3c(c2)OCO3)C1C (stereo unspecified)	-0.65	3	1.2	/	12	-4	14	-12	2.2
40	N#Cc1c(NC(=O)c2ccc(Cn3cc(Br)cn3)o2)sc2c1CCCCCC2	-1.5	-4	0.4	-1	-4	4	-1	-3	0.0
41	NC(=O)C1CCCN(CCc2ccccc2)C1 (stereo unspecified)	0.31	2	-0.4	6	-1	-5	10	13	0.3
42	CCCCNS(=O)(=O)c1ccc(NC(=O)Cc2ccccc2[N+](=O)[O-])cc1	-0.067	-1	-0.1	-45	-6	-11	-1	/	3.1
43	CC(=O)/C(C#N)=C1\NC(=O)C(Cc2ccccc2)S1 (stereo unspecified)	-0.85	2	-2.0	2	-6	-3	-1	-20	-0.3
44	CC(C)c1ccc(-c2nn[nH]n2)cc1	0.066	0	1.2	8	17	5	30	7	0.3
45	COc1ccc(Cc2nnc(SCC(=O)NCc3ccco3)o2)cc1	-0.29	2	-1.8	-4	20	6	31	-7	0.0
46	COc1cccc(C(=O)O/N=C(\N)c2ccncc2)c1OC	0.26	1	1.4	/	-2	-1	3	-6	1.9
47	Nc1cc2c(cc1C(=O)c1ccc(Cl)cc1)OCCO2	/	-2	-2.2	-3	4	1	9	1	0.7
48	O=C(COc1ccc2ccccc2c1)Nc1cccc2cccnc12	0.85	0	-1.3	-3	2	1	13	-8	-0.3
49	O=C1OCC=C1NNC(=O)c1cccnc1	-0.12	-2	-0.9	-6	3	2	8	0	0.8
50	CCCn1cc(SCC(=O)Nc2ccc3c(c2)OCO3)c2ccccc21	-1.4	0	-1.2	0	9	3	18	-4	-1.0
51	CCCCCOc1ccccc1C(=O)NCCCC(=O)O	-0.45	-2	1.5	1	-14	-5	6	-8	2.0
52	Cc1ccnn1C(C)C(=O)O (stereo unspecified)	-0.91	-6	0.0	4	-1	1	7	4	2.1
53	COc1ccc(Cl)cc1NC(=O)CCNC(=O)OCc1ccccc1	-0.91	24	3.0	-4	-2	-10	2	-1	3.0
54	Cc1nc(C)c(C(=O)C2=C(O)C(=O)N(CCN3CCOCC3)C2c2cccnc2)s1 (stereo unspecified)	1.1	0	-1.2	4	7	3	20	2	0.5
55	O=C(NCc1ccco1)N1c2ccccc2Sc2ccccc21	-0.85	-2	-1.4	6	4	5	13	-3	0.8
56	Cn1c(CS(=O)Cc2c(Cl)cccc2Cl)nnc1SCc1ccc(Cl)cc1 (stereo unspecified)	/	3	-5.8	10	1	-8	17	-16	0.1
57	c1ccc(CN2CCN(c3ncnc4c3[nH]c3ccccc34)CC2)cc1	-5.7*	2	-11	-9	-11	-5	1	8	0.7
58	CCOC(=O)C1(Cc2ccc(Cl)cc2)CCN(C(=O)c2cnc(C)cn2)CC1	0.00023	3	0.8	/	24	-14	6	0	-0.7
59	Cc1ccc(S(=O)(=O)Nc2ccccc2CNc2c(C)n(C)n(-c3ccccc3)c2=O)cc1	/	2	-6.6	-7	7	3	11	-16	-0.3
60	COc1ccc(/C=C(/C(=O)Nc2ccccc2C(=O)N2CCCC2)c2ccccc2)cc1	-0.97	0	-6.1	-4	-6	-2	8	4	0.2

# More entries.
No.	Compound	Cl transport mod	Hck Nef HTS	TNF necrop inh	Rad51 HR inh	FXIa inh 1536	thrombin 1536	FXIIa inh	hK5 inh	zVAD death inh
61	Cc1ccc(Nc2nc(N)c([N+](=O)[O-])c(NCc3ccccc3)n2)cc1	-0.2	22	-0.4	/	3	-1	12	4	0.1
62	CC1(C)OC(=O)CC1C(=O)NCc1ccccc1 (stereo unspecified)	0.34	9	4.7	1	2	-9	15	-12	0.3
63	CCn1c(Cn2nnc(-c3ccccc3)n2)nnc1SCC(=O)Nc1ccc(N(C)C)cc1	-0.34	-1	2.1	-2	4	-3	2	-25	0.8
64	CCOc1ccc(/C=C2/Sc3ccc(C(=O)N4CCN(C(=O)c5ccco5)CC4)cc3N(C)C2=O)cc1OC	-1.7	20	-3.6	/	3	1	7	5	0.1
65	CCCN(CCC)S(=O)(=O)c1ccc(C(=O)Nc2cc3oc4ccccc4c3cc2OC)cc1	1.2	0	3.0	8	-5	-9	-2	-14	2.6
66	CCOc1nnc(C)c2c(C)n(-c3ccc(Cl)cc3)nc12	0.29	0	-5.4	-3	-2	0	6	1	-0.3
67	O=C(Nc1nc2ccccc2n1CCN1CCCCC1)c1ccc(Cl)cc1	-2.5	-2	0.9	/	0	-6	-19	-114	0.5
68	Cc1cc(C(=O)NCc2cccnc2)cs1	/	0	2.0	-8	-7	-3	5	-3	-0.2
69	Cc1ccc(C)c(NC(=O)COC(=O)c2ccc3c(c2)OCO3)c1	-0.25	-1	-0.4	9	1	-4	9	5	1.2
